# MITF inh: human MITF inhibition, primary screen; actives 0.91% (n = 650,000); inhibition, % at 2.6 µM; AID 1259374; O75030; AlphaScreen MITF homodimerization, bead proximity signal; in the data active means inhibition above about 50%;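 further: 0% = vehicle wells with protein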
# GPR151 activ: human GPR151 activation | Q8TDV0 | PathHunter beta-arrestin GPR151 cells, luminescence | activation, % at 11.2 µM | actives 1% (n = 650,000) | AID 1508602; in the data active means activation above about 4.9%;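 further: 0% = median of compound wells and 100% = cells with positive control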
# Target sequence (Q8TDV0 whole entry, looked up): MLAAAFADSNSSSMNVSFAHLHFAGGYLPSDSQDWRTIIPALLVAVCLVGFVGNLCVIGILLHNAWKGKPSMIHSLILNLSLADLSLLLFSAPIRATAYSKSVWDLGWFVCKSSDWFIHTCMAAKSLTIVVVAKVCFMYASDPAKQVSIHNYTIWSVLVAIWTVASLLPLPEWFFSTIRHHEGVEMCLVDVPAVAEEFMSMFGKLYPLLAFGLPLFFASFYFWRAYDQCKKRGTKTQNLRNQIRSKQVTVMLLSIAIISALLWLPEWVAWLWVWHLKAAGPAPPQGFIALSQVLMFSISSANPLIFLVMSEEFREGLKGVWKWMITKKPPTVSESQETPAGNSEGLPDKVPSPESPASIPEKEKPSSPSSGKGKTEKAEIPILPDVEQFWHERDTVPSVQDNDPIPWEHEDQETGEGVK
# TEAD-YAP inh: TEAD-YAP interaction inhibition; HEK-TIYL cells, TEAD-Gal4/YAP UAS-luciferase luminescence; inhibition, % at 9.12 µM; actives 1.4% (n = 640,000); AID 1259422; in the data active means inhibition above about 32%;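 further: 0% = median of test compound wells and 100% = reference inhibitor wells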
# FBW7 act: human FBW7 E3 ligase activation, primary screen; Q969H0; AID 1259310; AlphaScreen FBW7–phospho-cyclin E peptide binding, activator screen; normalized activity (activation), % at 26.1 µM; actives 0.13% (n = 650,000); in the data active means normalized activity above about 1.9%;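 further: purified mutant Fbw7 with reduced substrate affinity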
# * = called active by the depositor. Compounds were not picked by outcome, and some 3.4% of all compounds hit somewhere here.
SMILES,MITF inh,GPR151 activ,TEAD-YAP inh,FBW7 act
COC(=O)CCC/C=C1/SCC(NC(=O)c2ccccc2)C1NC(C)=O (centres undefined),-10,-1.3,-9,0.0
O=C(CSc1nc2cc(C(=O)N3CCN(c4ccccc4)CC3)ccc2c(=O)n1C1CCCCC1)c1ccccc1,3,-1.2,3,0.0
O=C(CNc1ccc2c(c1)OCO2)N/N=C\c1ccccc1Cl,8,0.2,-5,-0.1
Cc1ccc(/C=C2/C(=N)N3N=C(c4ccccc4C)SC3=NC2=O)cc1,8,0.5,-5,-0.1
COCC(COCCCNC(=O)Nc1ccc(Br)cc1)OC (centres undefined),13,0.9,5,0.0
Cc1nc(-c2cccnc2)cc(N2CCC3(CC2)OCCO3)n1,5,1.5,4,0.0
c1ccc2c(c1)nc(NC1CCCCC1)c1nncn12,-4,-1.0,-7,-0.1
CCCNC(=O)CSc1nc(-c2ccco2)cc(C(F)(F)F)n1,3,-0.3,10,0.1
O=C(COc1ccc(Cl)cc1)Nc1ccc(S(=O)(=O)N2CCOCC2)cc1,7,1.6,-4,0.1
c1ccc(Nc2nc(Nc3ccc(N4CCOCC4)cc3)c3ncn(C4CCCCC4)c3n2)nc1,5,1.0,3,0.3
CCc1cccc(NC(=O)C(C(F)(F)F)C(F)(F)F)c1,3,0.3,5,0.0
CN(C)S(=O)(=O)N(CC(=O)NCc1ccccc1)c1ccccc1,-2,-1.3,9,-0.1

# One compound at a time (already shown):
# Record of `CN(C)S(=O)(=O)N(CC(=O)NCc1ccccc1)c1ccccc1` → MITF inh = -2; GPR151 activ = -1.3; TEAD-YAP inh = 9; FBW7 act = -0.1
# Record of `CCc1cccc(NC(=O)C(C(F)(F)F)C(F)(F)F)c1` → MITF inh = 3; GPR151 activ = 0.3; TEAD-YAP inh = 5; FBW7 act = 0.0
# Record of `O=C(CSc1nc2cc(C(=O)N3CCN(c4ccccc4)CC3)ccc2c(=O)n1C1CCCCC1)c1ccccc1` → MITF inh = 3; GPR151 activ = -1.2; TEAD-YAP inh = 3; FBW7 act = 0.0

# More structures
SMILES,MITF inh,GPR151 activ,TEAD-YAP inh,FBW7 act
CCOC(=O)C1=C(c2ccccc2)NC(=S)NC1c1ccsc1 (centres undefined),6,0.6,4,-0.2
Cc1cc(C(=O)COC(=O)c2ccc3c(c2)OCO3)c(C)n1Cc1ccco1,20,0.2,-3,0.3
C=CCC1CCCCC12NC(=O)NC2=O (centres undefined),-2,0.1,6,0.8
Cc1ccn2c(=O)c(C(=O)NC(C)C)c(O)nc2c1,-7,-0.2,-5,-0.1
O=C(Nn1c(-c2ccc(F)cc2)nc2ccccc2c1=O)C1CCCCC1,-2,-1.4,-8,0.1
CCCC1=C(C(=O)OCC)C(c2ccc(F)c(F)c2)C(C#N)=C(N)O1 (centres undefined),8,-0.3,19,0.2
COc1cc(-c2nnc3sc(-c4ccco4)nn23)cc(OC)c1OC,20,0.9,1,0.1
O=C(NCC1(c2ccccc2)CCCC1)C1CC12CCN(C(=O)C1CCOC1)CC2 (centres undefined),-13,1.3,15,0.0
O=C(O)c1cc(N=Nc2ccc([N+](=O)[O-])cc2)ccc1O,0,-5.4,-40,-0.4
CC(=O)NNC(=O)c1sc2ccccc2c1Cl,8,-0.4,2,0.2

# Five entries from above, tab-delimited.
Structure	MITF inh	GPR151 activ	TEAD-YAP inh	FBW7 act
Cc1ccn2c(=O)c(C(=O)NC(C)C)c(O)nc2c1	-7	-0.2	-5	-0.1
COc1cc(-c2nnc3sc(-c4ccco4)nn23)cc(OC)c1OC	20	0.9	1	0.1
O=C(Nn1c(-c2ccc(F)cc2)nc2ccccc2c1=O)C1CCCCC1	-2	-1.4	-8	0.1
O=C(NCC1(c2ccccc2)CCCC1)C1CC12CCN(C(=O)C1CCOC1)CC2 (centres undefined)	-13	1.3	15	0.0
CCOC(=O)C1=C(c2ccccc2)NC(=S)NC1c1ccsc1 (centres undefined)	6	0.6	4	-0.2

# Assay outcomes (PubChem)
